# hcDAF-12 act = H. contortus DAF-12 activation, primary screen; HEK293 hcDAF-12 lit1-tk-luc reporter, luminescence; 0% DMSO, 100% Δ7-dafachronic acid; activation, % at 6.8 µM; hit rate 1.4% among 370,000; AID 652067;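 active = activation above the mean of all tested compounds plus 3 SD, cut at about 5.5% in these data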;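 also: 100% = response to 3 µM Δ7-dafachronic acid high control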
# ADAM10 inh = inhibitors of human ADAM10; recombinant ADAM10, EDANS/DABCYL FRET peptide cleavage, 3 h; inhibition, % at 7 µM; hit rate 0.62% among 370,000;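 active = inhibition above a per-campaign cutoff equal to the mean of compounds falling between control-based bounds plus 3 SD, cut at about 20% in these data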;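 also: 0% = DMSO wells while the 100% control is not disclosed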
# hgDAF-12 ag = agonists of H. glycines DAF-12 nuclear receptor; HEK293 GAL4-hgDAF12 UAS-luciferase reporter, agonist luminescence; normalized to butyrate control; activation, % at 6.8 µM; hit rate 1.8% among 370,000; AID 687014;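 active = activation above a cutoff set at the mean of all screened compounds plus 3 SD, cut at about 10% in these data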;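 also: 0% = DMSO wells and 100% = sodium butyrate wells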
# ssDAF12 agonist = activates DAF-12 receptor from parasite S. stercoralis | hit rate 1% among 370,000 | HEK293 ssDAF-12/GRIP1 lit1-tk-luc reporter, luminescence; % of 3 µM dafachronic acid response | AID 652126 | activation, % at 6.8 µM;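 active = activation above the mean over all tested compounds plus 3 SD, cut at about 0.9% in these data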;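 also: 0% = DMSO-only wells and 100% = 3 µM delta7-dafachronic acid wells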
# DAX1 inh-1 = inhibitors of DAX1 repression of SF-1 activated StAR promoter. HEK293T StAR-luciferase reporter, SF-1/DAX-1 repression relief. inhibition, % at 6.8 µM. hit rate 1.1% among 370,000. AID 652010;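 active = inhibition above the mean over all tested compounds plus 3 SD, cut at about 3.6% in these data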;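 also: 0% = DAX-1 cells with DMSO and 100% = cells lacking DAX-1 with DMSO; higher inhibition means more luminescence from relief of DAX-1 repression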
# PLCb3 inh = PLC-beta3 (human) inhibition, primary screen | Q01970 | Purified PLC-beta3, fluorogenic substrate, fluorescence | inhibition, % at 12.2 µM | hit rate 0.18% among 370,000 | AID 720704; in the data active = inhibition above about 11%;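 also: 0% = median of compound wells on plate and 100% = full blocker control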
# Target sequence (Q01970 whole entry, looked up): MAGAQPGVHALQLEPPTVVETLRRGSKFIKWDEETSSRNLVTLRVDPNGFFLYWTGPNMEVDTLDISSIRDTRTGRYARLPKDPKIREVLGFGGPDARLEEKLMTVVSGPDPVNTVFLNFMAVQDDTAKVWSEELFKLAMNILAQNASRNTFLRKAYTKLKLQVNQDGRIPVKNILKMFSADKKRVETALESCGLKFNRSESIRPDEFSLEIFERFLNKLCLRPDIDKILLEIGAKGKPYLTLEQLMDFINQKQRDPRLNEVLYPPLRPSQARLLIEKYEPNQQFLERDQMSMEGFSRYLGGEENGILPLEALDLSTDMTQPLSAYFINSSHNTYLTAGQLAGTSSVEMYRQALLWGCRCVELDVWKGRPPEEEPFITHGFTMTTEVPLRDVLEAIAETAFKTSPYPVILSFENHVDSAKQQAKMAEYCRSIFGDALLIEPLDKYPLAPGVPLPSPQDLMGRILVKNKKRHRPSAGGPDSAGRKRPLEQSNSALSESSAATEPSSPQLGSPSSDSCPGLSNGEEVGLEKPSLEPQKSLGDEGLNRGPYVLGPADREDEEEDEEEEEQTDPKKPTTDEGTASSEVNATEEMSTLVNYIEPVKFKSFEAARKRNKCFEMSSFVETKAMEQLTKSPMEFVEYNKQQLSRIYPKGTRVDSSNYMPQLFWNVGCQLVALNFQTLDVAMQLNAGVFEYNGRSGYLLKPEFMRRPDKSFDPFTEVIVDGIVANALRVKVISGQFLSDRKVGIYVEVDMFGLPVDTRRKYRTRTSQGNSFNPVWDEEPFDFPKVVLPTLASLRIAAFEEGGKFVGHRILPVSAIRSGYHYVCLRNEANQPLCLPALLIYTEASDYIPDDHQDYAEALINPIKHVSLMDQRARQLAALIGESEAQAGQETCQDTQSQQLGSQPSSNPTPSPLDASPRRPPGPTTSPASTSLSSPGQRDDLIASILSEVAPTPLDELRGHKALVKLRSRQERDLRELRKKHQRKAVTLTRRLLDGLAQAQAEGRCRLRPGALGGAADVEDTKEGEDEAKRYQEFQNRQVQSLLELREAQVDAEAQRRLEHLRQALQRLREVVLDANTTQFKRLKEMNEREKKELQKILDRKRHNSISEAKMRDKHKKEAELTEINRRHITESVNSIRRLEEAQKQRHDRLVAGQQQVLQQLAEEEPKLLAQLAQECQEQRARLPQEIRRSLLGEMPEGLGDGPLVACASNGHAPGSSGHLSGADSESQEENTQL
# HGIII-sPLA2 inh = Blocks human group III sPLA2 activity | Q9NZ20 | QFRET BODIPY PC-A2 liposome hydrolysis, fluorescence | inhibition, % at 12.2 µM | hit rate 0.56% among 370,000;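 active = inhibition above mean plus 3 SD of compounds lying within the high and low control bounds, cut at about 19% in these data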;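 also: 0% = median of test compound wells and 100% = no enzyme DMSO wells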
# PLC-gamma1 inh = inhibitors of human phospholipase C gamma1 | P19174 | purified PLC-gamma1, fluorogenic substrate, fluorescence | inhibition, % at 12.2 µM | hit rate 0.84% among 370,000 | AID 720700; in the data active = inhibition above about 9.5%
# GAA850 FXN act = increases GAA850 frataxin promoter reporter activity; HEK293 lucGAA850 FXN promoter luciferase reporter, 24 h; percent of 10 µM SAHA response; hit rate 0.56% among 360,000; activation, % at 6 µM;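 active = activation above the average of all compounds screened plus 3 SD, cutoff fixed separately per campaign, cut at about 7.5% in these data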;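 also: 0% = DMSO wells and 100% = 10 µM SAHA wells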
# ADAM17 inh = ADAM17 inhibition, QFRET primary screen. hit rate 0.83% among 370,000. recombinant ADAM17, EDANS/DABCYL FRET peptide cleavage. AID 720648. inhibition, % at 6.95 µM. P78536;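 active = inhibition above the mean of compounds lying between control limits plus 3 SD, set per campaign, cut at about 8.5% in these data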;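 also: 0% = DMSO-only wells as the low control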
# DAX1 inh-2 = NR0B1 (DAX1) inhibition; AID 504766; P51843; hit rate 0.99% among 340,000; HEK293 Gal4-DAX1 luciferase reporter, luminescence; inhibition, % at 6.75 µM;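 active = inhibition above the mean over all tested compounds plus 3 SD, cut at about 4.2% in these data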;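 also: 0% = DAX1-transfected cells with DMSO and 100% = empty-vector control cells with DMSO; inhibition shows as a rise in luminescence from relieved DAX1 repression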
# The depositor's hits bear a star; i = inactive; · = no result given. This is a random part of the collection; overall some 6.9% were active at least once.
SMILES,hcDAF-12 act,ADAM10 inh,hgDAF-12 ag,ssDAF12 agonist,DAX1 inh-1,PLCb3 inh,HGIII-sPLA2 inh,PLC-gamma1 inh,GAA850 FXN act,ADAM17 inh,DAX1 inh-2
COC(=O)c1ccc(CNC(=O)CC[C@H]2O[C@@H](n3cc(C)c(=O)[nH]c3=O)C[C@@H]2O)cc1,-1.2,-15,-0.5,-1.1,0.5,3,7,-1,·,-3,·
O=C(CCn1ccc([N+](=O)[O-])n1)Nc1nccs1,-1.8,-5,5.1,-1.5,-0.2,-1,4,0,3.7,-3,·
COc1ccc(N2CCN(C(=O)c3ccc(NS(=O)(=O)c4ccccc4)cc3)CC2)cc1,-1.5,9,-0.5,-1.1,-0.3,3,-9,5,0.2,1,0.0
COc1ccc2[nH]c3c(c2c1)CCN[C@]31C(=O)N(c2ccccc2)c2ccccc21,-3.0,-5,1.3,-0.6,-0.5,1,-1,-1,·,-2,·
N#Cc1c(N(CCO)CCO)nc(N)c2c(N)nc3c(c12)CC(=O)N3CC1CCCO1 (centres undefined),-1.2,-212,-0.7,-1.2,0.1,-377,0,-280,0.6,-72,2.1
CCOC(=O)C1=C(CSc2nc(C)cc(C)c2C#N)OC(N)=C(C#N)C1c1ccccc1 (centres undefined),-1.8,-75,0.5,-1.4,-0.3,-72,-28,-49,1.1,-28,0.3
COc1cc(OC)cc(C(=O)NCc2n[nH]c(=S)n2-c2ccccc2)c1,-0.8,5,0.4,-0.6,0.4,0,10,1,-2.1,1,-1.6
CC(=O)NCCC(=O)Nc1cc(F)ccc1C,-1.3,-2,-1.7,-1.0,0.1,1,7,0,2.3,-1,0.1
CC(=O)OC1COC(N2CCc3ccccc32)C(OC(C)=O)C1OC(C)=O (centres undefined),2.8,-3,0.3,0.2,0.2,3,-2,2,2.0,3,-0.7
Cc1ccc(-c2nc3ccc(Br)cn3c2Cc2ccsc2)cc1,5.3,-22,21*,1.1*,4.7*,-28,-6,-17,·,-2,·
Cc1cc(C(=O)OCC(=O)NC2CCCCC2C)c2ccccc2n1 (centres undefined),-0.2,-30,0.1,-0.8,-1.0,-9,4,-4,-2.2,-9,0.1
COc1ccc(-c2cn3c(n2)CCC3)cc1,3.7,15,9.0,0.1,1.6,1,5,4,1.1,-1,3.5
CCNC(=O)N(C)C[C@H]1N[C@@](CC)(C(=O)OC)[C@H]2C(=O)N(C)C(=O)[C@@H]12,-0.6,4,1.4,-1.0,2.9,4,9,8,-0.9,6,0.1
CC(=O)OCC=C1CCC2C3CCC4=CC(=O)CCC4(C)C3C(O)CC12C (centres undefined),0.0,-1,-0.8,-0.9,-1.1,3,-7,2,2.0,-1,-1.0
CC(=O)Nc1sc2c(c1-c1nc3ccccc3s1)CN(C(C)C)C2,2.0,-85,7.0,-1.0,·,i,1,i,·,-23,·
O=C(COC(=O)/C=C/c1ccc([N+](=O)[O-])cc1)NCc1cccs1,0.4,-12,2.3,-0.8,-0.9,-8,12,3,0.8,-6,0.0
COC(=O)c1cccc(N2CCCC2=O)c1,-2.1,1,-0.7,-0.5,0.3,0,4,4,1.3,-6,-0.7
CCOC(=O)N1CCN(C(=O)CN(Cc2ccccc2)S(C)(=O)=O)CC1,-1.8,8,1.8,-1.4,-0.4,7,-4,1,-1.3,-2,-0.9
CN(C)S(=O)(=O)c1ccc(N2CCCC2)c(C(=O)N2CCN(S(=O)(=O)c3ccccc3F)CC2)c1,0.2,-9,-1.3,0.1,-0.8,-11,4,-5,2.2,-3,-0.9
CN(CCC#N)C(=O)COC(=O)c1ccccc1OCc1ccccc1Cl,1.0,4,-0.2,-0.5,0.4,4,-10,6,2.5,-1,-0.3
CCOC(=O)c1noc(C)c1C(=O)Nc1nc(C)cc(C)n1,0.4,3,3.6,-0.5,0.2,0,9,8,-0.4,2,1.1
O=c1c(Cc2c(F)cccc2Cl)c(O)ccn1C1CC1,-0.1,-7,0.9,-0.6,-0.5,1,3,0,1.9,-1,3.1
Cc1cc(C)cc(NC(=O)CSc2nnc(-c3ccncc3)o2)c1,-1.6,1,-1.1,-1.2,0.6,-8,0,5,2.0,0,0.3
Cc1nnc(SCC(=O)c2ccc(S(=O)(=O)N3CCOCC3)cc2)n1-c1ccccc1,-0.1,4,2.1,-0.6,0.5,-11,-26,-6,0.1,1,0.9
COc1ccc(-c2nnn(CC(=O)N(CC(=O)NCCC(C)C)c3ccccc3)n2)cc1OC,-1.8,0,-3.9,-0.3,-0.3,5,-11,1,-1.2,4,1.1
COc1ccc(/C=C/CN2CCC(n3nccc3NC(=O)C3CCCC3)CC2)cc1,-0.2,-8,-0.5,-1.1,0.3,-12,-2,0,-0.6,-1,-0.7
O=C(O)C1CC(=O)N(C2CCCCCC2)C1 (centres undefined),0.2,9,0.2,-1.2,-0.8,3,8,5,-0.9,0,1.1
Cc1ccc(C(=O)Nc2nc(C)c(C(=O)Nc3ccc4c(c3)CCC4)s2)cc1,3.4,-29,17*,1.3*,-0.4,-81,-17,-82,-0.7,-3,-0.5
COc1cccc(NC(=O)COc2ccc(S(=O)(=O)NC(C)C)cc2)c1,0.0,1,0.7,-0.9,-0.7,6,-5,3,1.3,0,-0.9
O=C1OC[C@@H]2CCCN2C(=O)[C@H](CC(=O)N(CCO)Cc2ccccc2)C/C=C\CC[C@@H]1Cc1ccc(F)cc1,2.0,10,-3.9,-1.4,-0.4,4,-16,7,-0.5,2,-0.5
CCOc1ccc(N2CC(C(=O)Nc3ccccc3N3CCCC3)CC2=O)cc1 (centres undefined),-1.1,-4,0.8,-0.5,-0.5,-7,3,-1,2.0,3,0.9
COC(=O)C1C(c2ccccc2)C=CC(c2ccccc2)C1C(=O)O (centres undefined),0.1,-5,4.0,-0.4,-0.3,-9,-8,-3,0.2,-3,-1.1
COc1cc(C(C)=O)ccc1OCC(=O)NCCCn1nc(C)cc1C,0.4,-4,5.8,-1.4,0.8,-1,2,1,3.5,0,-0.6
Cc1ccccc1NC(=O)CCC(=O)N/N=C/c1cc([N+](=O)[O-])ccc1O,-2.0,4,-1.1,-0.3,-0.5,1,-14,-4,-0.3,4,-1.6
COc1cc(/C=N/N2CCN(C3c4ccccc4-c4ccccc43)CC2)cc(OC)c1O,-3.4,-1,-2.5,-0.6,0.3,3,2,2,3.3,6,-0.8
Cc1nnc(C)c2c(C)n(C(c3ccccc3)c3ccccc3)c(C)c12,-0.8,-105,-0.4,-1.2,-0.1,-172,5,-105,-1.6,-37,-0.2
Cc1ccc(NC(=O)C2CCCO2)cc1[N+](=O)[O-] (centres undefined),3.1,-7,8.7,-1.6,-0.6,-11,20*,4,1.8,-3,-0.4
COc1ccc(C(=O)N2CC3(CC(c4cccc(NC(=O)COc5ccc(Cl)cc5)c4)=NO3)C[C@@H]2C(N)=O)cc1 (some centres undefined),-2.4,23*,-2.0,-1.3,-0.9,3,-50,9,-1.0,5,-0.3
COc1cccc2cc(C(=O)Nc3cccnc3N3CCOCC3)c(=O)oc12,-1.3,0,0.0,-0.9,0.0,-2,4,6,0.8,0,2.8
CC(=O)Nc1ccc(NC(=O)CSc2ccc(-c3sc(C)nc3C)nn2)cc1,-1.1,1,0.5,-1.1,-1.5,1,0,0,-0.8,-9,-0.3
O=S(=O)(/N=C(/Nc1nccs1)c1ccc(F)cc1)c1ccccc1,-0.8,-6,-1.3,-0.6,-0.9,1,-11,1,-0.8,-3,0.1
COc1ccc(C)cc1Nc1n[n+](C)c(-c2c3ccccc3cc3ccccc23)s1,0.3,-2,1.7,0.2,-0.7,-13,0,-8,·,-2,1.4
Cc1ccc2oc(C(=O)N(C)CCC(O)c3ccccc3)c(C)c2c1 (centres undefined),1.2,4,2.7,-1.5,0.2,2,-4,2,4.7,0,-0.7
Cc1ccc(C(=O)N2CCCC2)cc1S(=O)(=O)N1CCOCC1,-1.8,-6,-0.4,-1.0,-0.4,-4,6,-2,0.3,0,0.1
O=C(c1ccc2ccccc2c1)N1CCN(c2ccc(C(F)(F)F)cn2)CC1,-2.1,4,-0.7,-0.8,-0.7,1,1,3,-0.4,-3,-2.0
COc1ccc(OCC(=O)Nc2ccc(N3CCCCC3)cc2)cc1,0.2,-2,-2.6,-1.6,-0.8,-4,3,-1,1.8,-3,0.8
CCOc1cc(N2CCOCC2)c(OCC)cc1NC(=O)COC(=O)CCOc1ccc(C(C)(C)C)cc1,-0.2,-15,0.0,-0.7,-0.5,-9,7,-4,-0.6,-3,-0.3
COc1ccc(NC(=O)CN(C)CC(=O)Nc2ccccc2SC)cc1,-2.4,-2,-2.5,-2.6,-0.7,2,-4,3,0.3,-1,-1.2
O=C(O)c1cc2cc(Cl)cc(Cl)c2oc1=O,-1.5,-3,-2.4,-0.6,0.2,-39,-2,-27,0.8,-4,0.8
NC(=O)CNC(=O)c1ccc(Cl)cc1,-2.1,-4,-1.8,-0.8,0.1,-7,-1,1,0.3,-1,5.6*
CCc1ccc(/C=C2\SC(=S)N(CCCC(=O)NCCCN3CCOCC3)C2=O)cc1,-8.1,-8,-19,-3.4,-4.1,-6,1,-2,-13,-3,-1.8
O=C(CSc1n[nH]c(-c2cccs2)n1)N1CCOCC1,-0.6,-12,-2.5,0.1,-0.3,0,4,3,-0.1,-6,1.7
COc1ccc(NC(=O)CSc2ccc(-c3sc(C)nc3C)nn2)cc1OC,-2.0,-3,-3.0,-1.4,-3.9,-6,-2,2,0.2,-4,0.1
Cc1sc(NC(=O)/C=C/c2ccco2)c(C(=O)OC(C)C)c1C,2.7,-2,1.8,0.0,-0.4,-14,5,-8,0.6,-1,1.2
COc1ccc2c(c1)CNC2CS(=O)(=O)NCCc1ccccc1 (centres undefined),2.7,-83,-1.3,-1.1,-0.9,-34,0,-26,·,-21,·
CC(C)[C@H](NC(=O)N1CC(=O)Nc2ccccc21)C(=O)N1CCC[C@H]1C(=O)O,-0.8,-14,-2.1,-1.7,0.1,0,11,3,-2.0,-3,0.8
Cc1ccccc1OCCC(=O)OCC(=O)NC1CCS(=O)(=O)C1 (centres undefined),-1.2,-13,0.3,-1.1,2.0,-6,7,0,1.4,-3,1.7
CCCCN1C[C@@H](COCc2ccccc2)Oc2cc(F)ccc2S1(=O)=O,-0.8,2,9.8,-1.2,-0.3,-3,1,-1,·,0,·

# 3 entries already listed, sorted by heavy-atom count, highest first:
SMILES,hcDAF-12 act,ADAM10 inh,hgDAF-12 ag,ssDAF12 agonist,DAX1 inh-1,PLCb3 inh,HGIII-sPLA2 inh,PLC-gamma1 inh,GAA850 FXN act,ADAM17 inh,DAX1 inh-2
O=C1OC[C@@H]2CCCN2C(=O)[C@H](CC(=O)N(CCO)Cc2ccccc2)C/C=C\CC[C@@H]1Cc1ccc(F)cc1,2.0,10,-3.9,-1.4,-0.4,4,-16,7,-0.5,2,-0.5
O=C(CSc1n[nH]c(-c2cccs2)n1)N1CCOCC1,-0.6,-12,-2.5,0.1,-0.3,0,4,3,-0.1,-6,1.7
O=C(O)c1cc2cc(Cl)cc(Cl)c2oc1=O,-1.5,-3,-2.4,-0.6,0.2,-39,-2,-27,0.8,-4,0.8

# High-throughput results as filed in PubChem BioAssay.
